CatS inh: inhibitors of human cathepsin S, biochemical, compound mixtures; actives 0.06% (n = 62,000); AID 501, 2006; inhibition, %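 (tested at 5 µM per compound within 10-compound mixtures)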; recombinant cathepsin S, AMC dipeptide fluorescence, pooled mixtures; P25774; in the data active = inhibition above about 32%, passing the limit was not always enough;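 note: 0% = enzyme without compound and 100% = blank without enzyme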
Ec RNAP inh: E. coli RNAP inhibitors, biochemical. DNA-directed RNA polymerase subunit beta (Escherichia coli (strain K12)), P0A8V2. E. coli RNA polymerase, fluorescence transcription assay. inhibition, %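 (tested at 10 µM)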. actives 0.2% (n = 62,000); in the data active = inhibition above about 20%;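 note: 0% = enzyme without compound and 100% = no enzyme blank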
PKA inh: inhibitors of human PKA kinase activity, primary screen, biochemical, ATP-depletion luminescence, Kemptide substrate; actives 0.1% (n = 65,000); AID 524, 2006; PKA Kemptide phosphorylation, Kinase-Glo ATP luminescence; cAMP-dependent protein kinase catalytic subunit alpha (Homo sapiens), P17612; inhibition, % at 6 µM;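 active = inhibition above the screen-wide mean inhibition plus 3 SD, cut at about 21% in these data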; note: many of its hits are not listed in these tables
CatB inh: human cathepsin B inhibitors, primary screen, biochemical, fluorogenic substrate; P07858; purified cathepsin B, fluorescence; inhibition, %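 (tested at 10 µM)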; actives 0.1% (n = 63,000); AID 453, 2006; in the data active = inhibition above about 21%;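 note: 0% = enzyme with no compound and 100% = no enzyme blank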
AP complement: alternative complement pathway inhibitors, primary screen, biochemical, ELISA, human serum, orthogonally pooled compounds | LPS-coated ELISA, C3 deposition; tested in compound mixtures | inhibition, % at 5 µM | actives 0.08% (n = 62,000);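 active = inhibition above 30% in each of the two pooled mixtures holding the compound, so the lower value exceeds 30%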;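 note: 0% = serum in Mg-EGTA without compound and 100% = EDTA serum blank; some compounds past the cut are filed as inactive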
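Test system: human serum alternative complement pathway, C3 deposition on LPS-coated wells; also added: Plate-bound LPS; doses: 5 µM per compound in ten-compound mixtures; schedule: 1 h at 37 °C; detection: Anti-C3 ELISA, OD 450 nm; evaluation: percent inhibition of C3 deposition onto LPS; repeats: two pool placements per compound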
RORa activator: activators of orphan receptor RORA, primary screen, cell-based, luminescence | Nuclear receptor ROR-alpha (Homo sapiens), P35398 | CHO-K1 Gal4-RORA LBD luciferase reporter; percent increase over mock-subtracted basal signal | activation, % at 10 µM | actives 1.5% (n = 65,000) | AID 560, 2006;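 active = activation above the mean of all tested compounds plus 3 SD, cut at about 49% in these data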;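 note: 0% = DMSO-treated RORA cells and 100% = added signal equal to DMSO minus mock-transfected cells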
ROCK2 inh: inhibitors of human ROCK2 kinase, primary screen, biochemical, high-throughput, luminescence. Rho-associated protein kinase 2 (Homo sapiens), O75116. actives 0.35% (n = 60,000). purified ROCK2, Kinase-Glo ATP depletion luminescence. inhibition, % at 6 µM;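 active = inhibition above the screen-wide mean inhibition plus 3 SD, cut at about 18% in these data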;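 note: plate controls were DMSO wells for no effect and Y-27632 control wells after no-enzyme background subtraction for full effect; many of its hits are not listed in these tables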
JNK3 inh: JNK3 kinase activity inhibitors, primary screen, biochemical, human, purified enzyme. actives 0.61% (n = 60,000). inhibition, % at 8 µM. HTS. Mitogen-activated protein kinase 10 (Homo sapiens), P53779. AID 746, 2007; in the data active = inhibition above about 17%;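 note: 0% = DMSO and 100% = reference inhibitor; many of its hits are not listed in these tables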
CatB mix inh: cathepsin B inhibitors from pooled compounds, primary screen, biochemical, compound mixtures, AMC fluorescence; Purified cathepsin B, AMC dipeptide fluorescence; P07858; actives 0.06% (n = 62,000); inhibition, %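 (ten-compound pools at 5 µM per compound and 50 µM total)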; AID 488, 2006; in the data active = inhibition above about 22%, passing the limit was not always enough;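 note: 0% = enzyme without compound and 100% = no enzyme blank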
Numbers without * were called inactive; . = no result given. An excerpt; count on the stated rates, not on these rows.

#	smiles	CatB mix inh	CatB inh	PKA inh	CatS inh	ROCK2 inh	RORa activator	AP complement	JNK3 inh	Ec RNAP inh
1	CN(C)c1ccc(NC(=S)c2ccccn2)cc1	5	4	-2	-1	-8	-84	13	-2	11
2	CCc1nnc(NC(=O)c2ccc(S(=O)(=O)N(CCOC)CCOC)cc2)s1	2	6	0	6	-1	-9	8	3	14
3	Cc1cc2ncn(S(=O)(=O)c3ccc(S(=O)(=O)N4CCOCC4)cc3)c2cc1C	3	2	-4	3	-4	10	-1	5	2
4	O=C(Cc1ccccc1)Nc1ccc(-c2nnc(-c3ccco3)o2)cc1	-2	1	-3	8	-4	41	16	-1	-1
5	Clc1ccc(-c2nc3nc4ccccc4nc3n2Cc2ccco2)cc1	4	1	-1	9	3	40	9	1	5
6	Cc1cccc2cc(COC(=O)c3ccccc3)c(=O)[nH]c12	1	-3	2	-5	2	-12	-28	3	-1
7	CCCCOCCCNC(=O)C1CCCCC1	-4	.	11	-3	5	13	19	4	.
8	O=C(CCc1nc2ccccc2c(=O)[nH]1)OCC(=O)N1CCN(S(=O)(=O)c2ccccc2)CC1	3	-1	2	-5	2	-16	12	-3	1
9	O=C(Nc1cccc2cccnc12)c1cccnc1	3	2	10	14	7	16	-14	9	8
10	CCOc1ccc(NS(=O)(=O)c2ccc3[nH]cc(C(=O)NC(C)CC)c(=O)c3c2)cc1 (stereo not given)	-1	2	-6	-2	-5	29	2	3	-9
11	CCOC(=O)C1=C(N)OC2=C(C(=O)CCC2)C1c1ccc(C)s1 (stereo not given)	0	0	8	-9	7	-12	22	5	0
12	CCN(CCO)C1CC(=O)N(c2ccccc2C)C1=O (stereo not given)	2	3	5	1	2	-13	2	-11	11
13	COc1cccc(CNC(=O)C2CCN(S(=O)(=O)c3c(C)nn(C)c3C)CC2)c1	6	-1	-2	-3	3	6	20	-3	5
14	Cc1c(C(=O)O)oc2ccc(S(=O)(=O)N(CC(C)C)CC(C)C)cc12	5	-6	7	-6	-3	-30	18	-12	-2
15	CS(=O)(=O)Nc1ccc(Cc2ccc(NS(C)(=O)=O)cc2)cc1	-6	-4	10	1	6	-8	-19	2	0
16	CCn1nccc1C(=O)Nc1ccc(Cl)cc1Cl	4	1	0	-15	5	31	13	-4	4
17	Cc1ccccc1Cn1ccc(NC(=O)c2cc3nc(-c4ccco4)cc(C(F)(F)F)n3n2)n1	-4	-4	4	-8	10	-32	-4	-5	-4
18	CCOC(=O)C1=C(CSc2nc3c(cc2C#N)CCC3)OC(N)=C(C#N)C1c1ccccc1 (stereo not given)	.	7	4	.	15	-2	.	3	3
19	COC(=O)C1=C(C)NC(C)=C(C(=O)OC)C1c1ccc(OC(=O)c2ccco2)cc1	3	4	8	6	2	-6	10	4	10
20	COc1ccc(OC)c(S(=O)(=O)n2nc(-c3ccccc3)cc2N)c1	5	6	4	9	-5	6	-3	-1	3

Screen by screen, as entered above:
Entries 10 to 14 in RORa activator read 29, -12, -13, 6, -30
Entries 10 to 14 in Ec RNAP inh read -9, 0, 11, 5, -2
Entries 10 to 14 in CatB mix inh read -1, 0, 2, 6, 5

The listing picks up; the four compounds before the break are reprinted first.
#	smiles	CatB mix inh	CatB inh	PKA inh	CatS inh	ROCK2 inh	RORa activator	AP complement	JNK3 inh	Ec RNAP inh
17	Cc1ccccc1Cn1ccc(NC(=O)c2cc3nc(-c4ccco4)cc(C(F)(F)F)n3n2)n1	-4	-4	4	-8	10	-32	-4	-5	-4
18	CCOC(=O)C1=C(CSc2nc3c(cc2C#N)CCC3)OC(N)=C(C#N)C1c1ccccc1 (stereo not given)	.	7	4	.	15	-2	.	3	3
19	COC(=O)C1=C(C)NC(C)=C(C(=O)OC)C1c1ccc(OC(=O)c2ccco2)cc1	3	4	8	6	2	-6	10	4	10
20	COc1ccc(OC)c(S(=O)(=O)n2nc(-c3ccccc3)cc2N)c1	5	6	4	9	-5	6	-3	-1	3
21	CCc1cc(C(=O)N2CCOCC2)c(NC2=NS(=O)(=O)c3ccccc32)s1	5	6	7	-3	6	2	21	0	10
22	Cc1ccccc1NS(=O)(=O)c1ccc(OCC(=O)N2CCCC2)cc1	-4	3	3	-14	-4	4	2	0	0
23	Cc1ccc(-n2c(CSc3nc(C)cc(C)n3)nnc2SCC(=O)N2CCCC2)cc1	2	3	0	4	4	-6	-2	6	15
24	CC(C)OC(=O)CC(=O)c1sc2nc3c(cc2c1N)CN(C)CC3	2	8	0	12	-1	-2	-4	2	10
25	CCOC(=O)C1=C(C)NC2(O)c3ccccc3C(=O)C12O (stereo not given)	0	-3	.	8	.	.	-1	.	2
26	N#C/C(C(=O)N1CCCCC1)=C1\Nc2ccccc2S1	6	-3	0	4	-2	30	24	-1	7
27	O=C(CN1CCN(c2ncccn2)CC1)N(Cc1ccccc1)c1ccc(F)cc1	-6	6	4	0	.	-1	11	.	3
28	CCn1c(SC(=O)NC2CCCCC2)nnc1-c1cccs1	5	-4	1	3	4	7	15	4	2
29	CC1=CC(=C2C(=O)c3ccccc3C2=O)C=C(C)O1	4	-2	4	3	2	57*	11	10	10
30	Cc1cc(NC(=O)CCCN2C(=O)c3cccnc3C2=O)no1	3	4	10	-7	6	-11	8	4	4
31	CCOC(=O)Cn1c(=O)oc2cc(S(=O)(=O)NCc3ccccn3)ccc21	3	2	8	2	4	-13	18	0	6
32	CC(=O)c1c(COC(=O)c2ccncc2)nc2ccccc2[n+]1[O-]	4	2	2	-4	-1	-14	18	8	.
33	COc1cccc(CNc2ccc(Br)cn2)c1O	.	3	7	.	3	8	.	-4	0
34	Cc1ccc(C(=O)N2CCN(c3ccccc3)CC2)cc1S(=O)(=O)N1CCCC1	-6	-2	0	4	0	-2	10	-3	1
35	CCOC(=O)C1CCCN(Cc2ccc(O)c(OC)c2)C1 (stereo not given)	-3	.	9	1	5	-13	-19	-2	.
36	Clc1ccc(Cn2ncc3c(N4CCCC4)ncnc32)cc1	1	2	4	-6	7	-26	6	4	2
37	O=C(O)CCCC(=O)N1CCN(c2cccc(Cl)c2)CC1	-3	4	7	2	2	-10	-4	0	8
38	CCOc1cccc(-c2nnc3n2N=C(c2cc(OC)ccc2OC)CS3)c1	10	-3	-6	13	.	61*	2	.	14
39	Nc1n[nH]c(S(=O)(=O)CCCc2ccccc2)n1	-4	-4	-10	-3	-6	-8	7	0	-8
40	CCCn1c(=N)n(CC(=O)C(C)(C)C)c2ccccc21	.	.	1	.	-1	-26	.	1	.

Records 21 through 22, reprinted for reference:
#	smiles	CatB mix inh	CatB inh	PKA inh	CatS inh	ROCK2 inh	RORa activator	AP complement	JNK3 inh	Ec RNAP inh
21	CCc1cc(C(=O)N2CCOCC2)c(NC2=NS(=O)(=O)c3ccccc32)s1	5	6	7	-3	6	2	21	0	10
22	Cc1ccccc1NS(=O)(=O)c1ccc(OCC(=O)N2CCCC2)cc1	-4	3	3	-14	-4	4	2	0	0

Continued.
#	smiles	CatB mix inh	CatB inh	PKA inh	CatS inh	ROCK2 inh	RORa activator	AP complement	JNK3 inh	Ec RNAP inh
41	COC(=O)C(C)Sc1nc2c(cnn2-c2ccc(C)cc2)c(=O)[nH]1 (stereo not given)	0	6	12	0	6	25	10	-10	4
42	CCCc1cc(-c2nc(N)ncc2-c2ccc3c(c2)OCCCO3)c(O)cc1OC	.	6	5	.	17	4	.	8	9
43	CCOC(=O)C1C(=O)NC(N2CCCCC2)=NC1C(C)C (stereo not given)	5	0	-6	-4	-3	-18	8	2	5
44	CCOC(=O)c1ccc(NC(=O)CSc2nnc(CNc3ccc(OC)cc3)n2C)cc1	-4	1	13	-2	6	-6	-3	10	8
45	CCCCCCSc1nc2c(c(=O)[nH]c(=O)n2C)n1C	2	3	4	11	0	-6	7	-9	12
46	CCCS(=O)(=O)N1CCN(Cc2ccncc2)CC1	-6	.	5	4	0	-4	-6	-1	.
47	CCOc1nc(C)ccc1-c1noc(-c2ccccc2OC)n1	-11	-4	1	-3	.	12	-8	.	-3
48	C(=N\c1nc2ccccc2n1CCN1CCCCC1)/c1cccs1	-1	.	5	0	19*	-16	24	-2	.
49	CCc1c(C(=O)Nc2ccc(OC)cc2)[nH]c(C)c1C(C)=O	4	-6	2	-6	4	20	9	-1	3
50	CCn1c(=N)c(C(N)=O)cc2c(=O)n3cccc(C)c3nc21	-14	-20	-3	-17	.	2	-1	.	-26
51	CC(Sc1nnc(COc2ccc3ccccc3c2)n1C)C(=O)O (stereo not given)	5	1	-2	16	-5	5	6	-7	11
52	O=c1n(Cc2ccc(Cl)cc2)c2sc3c(c2c2ncnn12)CCCC3	5	2	3	3	7	30	5	-5	13
53	Cc1ccc(N(C)C(=O)N2CCN(c3ccccn3)CC2)cc1	-2	2	4	-6	-9	-6	10	4	-2
54	CC1CCCN(CC(=O)Nc2ccc(S(=O)(=O)N3CCCCCC3)cc2)C1 (stereo not given)	4	-6	3	-15	-2	11	13	5	2
55	CCOc1cc(-c2nc(-c3ccncc3)no2)cc(OCC)c1OCC	3	0	-4	5	1	-2	1	-4	14
